Rad51 HR inh: human RAD51 strand exchange inhibitors, primary screen, biochemical, fluorescence; DNA repair protein RAD51 homolog 1 (Homo sapiens), Q06609; hRad51 DNA strand exchange, fluorescence dequenching; inhibition, % at 10 µM; hit rate 0.085% among 200,000;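 active = inhibition above 40% at the single screening dose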;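 also: 0% = DMSO control wells and 100% = blanks with heterologous ssDNA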
Target sequence (Q06609 whole entry, looked up): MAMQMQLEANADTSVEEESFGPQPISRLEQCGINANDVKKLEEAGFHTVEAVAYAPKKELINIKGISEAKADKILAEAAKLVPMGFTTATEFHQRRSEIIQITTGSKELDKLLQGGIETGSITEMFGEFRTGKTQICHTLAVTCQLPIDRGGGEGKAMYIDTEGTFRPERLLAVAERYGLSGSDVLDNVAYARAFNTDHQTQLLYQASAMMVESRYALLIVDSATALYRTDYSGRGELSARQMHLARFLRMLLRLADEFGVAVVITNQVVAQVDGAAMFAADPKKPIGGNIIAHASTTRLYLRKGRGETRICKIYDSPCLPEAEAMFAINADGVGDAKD
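material = hRad51 filaments on single-stranded DNA | timing = filaments 15 min 37 °C, then compound 30 min | signal = FRET fluorescence dequenching, excitation 485 nm, emission 520 nm | benchmarks = control wells and blank wells on each plate | evaluation = percent inhibition relative to plate controls and blanks | compound = 10 µM final, single point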
The depositor's hits bear a star. Not all compounds are listed; count on the stated rates, not on these rows.

Rad51 HR inh,smiles
-5,O=C(NCCCN1CCOCC1)c1onc(CSc2ccccn2)c1C(=O)NCCCN1CCOCC1
-1,CC(C)CCNC(=O)c1onc(CSc2ccccn2)c1C(=O)NCCC(C)C
-7,COc1ccc(Nc2nc(N3CCCC3)nc(N3CCOCC3)n2)cc1
2,C#CCNC(=O)C1=C[C@H](C(C)(C)C)C[C@H](OCCCCO)O1
8,COc1cccc(-c2nc(SC)nc3sc(C(=O)NC(C)(C)C)c(N)c23)c1
6,COc1ccc(CN2CCN(c3cc(C)nc4c5c(C)cc(C)nc5nn34)CC2)cc1F
0,CCCC[C@@H]1CN=C(N)N1CC(C)(C)C
-3,CC(Nc1nc(-c2ccc(F)cc2)cs1)c1nc2cc(Cl)c(N3CCCCC3)cc2n1CCCO (stereo not given)
-1,COC(C/C=C/[C@H](O)[C@@H](C)OCc1ccccc1)OC
-3,COC(=O)C[C@H]1c2ccccc2S(=O)(=O)N1Cc1ccc(OC)cc1
-6,CC1=C(N2CCCCC2)CCC1=O
-12,Cc1nc(C(=O)Nc2ccc(Cl)cc2)sc1C1(C)CC(c2cccc([N+](=O)[O-])c2)=NO1 (stereo not given)
-6,O=C(O)c1ccc(-c2noc(-c3cccc(C(F)(F)F)c3)n2)cc1
-26,CC1CCN(c2ccc3c(c2)S(=O)(=O)c2ccccc2C3=O)CC1
-5,CC1(OC(=O)c2cccs2)C(=O)C=C2C=C(C3CC3)OC=C2C1=O (stereo not given)
7,Cn1c(=O)c2[nH]c(-c3ccc(S(=O)(=O)O)cc3)nc2n(C)c1=O
8,OCCNc1nc(Nc2ccccc2C(F)(F)F)nc(N2CCCC2)n1
5,COc1cc(OC)c2c3c(c(C4CCCCC4)nc2c1)CCC3
6,CC(C)(C)OC(=O)N1CCC(CC2CC(c3ccccc3)=NO2)(C(=O)O)CC1 (stereo not given)
3,C[C@H]1CC[C@]2(O[C@H](CCO)C[C@H](O)[C@H]2O)O1
-8,COc1cc2sc3ccc(-c4ccc(N(C)C)nc4)cc3c(=O)c2cc1OC
6,COC(=O)C1=C(C)N(CCCC(=O)O)C(=O)NC1c1ccccc1Cl (stereo not given)
-1,Cc1cc(Nc2cc(Cl)nc(Sc3ccc(NC(=O)C4CC4)cc3)n2)n[nH]1
-8,CCC/C=C1/CCCOC(C(=O)NCc2ccccn2)(C(F)(F)F)C1 (stereo not given)
-4,CCOC(=O)C[C@H]1c2ccccc2S(=O)(=O)N1C1CC1
7,Cc1ccc(NC(=O)c2ccc(F)cc2F)cc1
8,CC1=CC(c2ccccc2)n2ncnc2N1 (stereo not given)
3,CCC(C)c1nc2c(c(N3CCC3=O)c1-c1ccccc1)CCCC2 (stereo not given)
-6,CN(C)C(N)=NCCC[C@H](N)C(=O)O
0,CNNCc1ccc(C(=O)NC(C)C)cc1
-7,COc1cccc(CN2C(=O)[C@@H]3Cc4c([nH]c5ccccc45)C(C)(C)N3C2=O)c1
15,O=C(c1ccc(C(=O)N2CCCc3ccccc32)nc1)N1CCCc2ccccc21
8,CC1(c2nnc(-c3cccc(Cl)c3)o2)CC(c2ccc(Br)cc2)=NO1 (stereo not given)
1,O=C(O)c1ccn[nH]1
-7,CC(C)=CCc1cc(-c2oc3cc(O)cc(O)c3c(=O)c2O)ccc1O
-1,Cc1cccc(CN2[C@@H](CC(C)C)COCCS2(=O)=O)c1
1,C=CC[C@@]12C=C(OC)C(=O)C(OC)=C1O[C@H](c1ccc3c(c1)OCO3)[C@H]2C
0,CCCNC(=O)c1onc(CSc2ccc(Cl)cc2)c1C(=O)NCCOC
17,COC/C=C/C1=CC2=CC(=O)C(C)(OC(=O)c3cnc4ccccc4n3)C(=O)C2=CN1Cc1ccco1 (stereo not given)
2,COc1ccc(CNC(=O)[C@@H]2CC=C[C@@H]3CCN(Cc4ccccc4)C(=O)[C@@H]32)cc1

The list goes on (6 carried over from the part before).
Rad51 HR inh,smiles
-7,CC(C)=CCc1cc(-c2oc3cc(O)cc(O)c3c(=O)c2O)ccc1O
-1,Cc1cccc(CN2[C@@H](CC(C)C)COCCS2(=O)=O)c1
1,C=CC[C@@]12C=C(OC)C(=O)C(OC)=C1O[C@H](c1ccc3c(c1)OCO3)[C@H]2C
0,CCCNC(=O)c1onc(CSc2ccc(Cl)cc2)c1C(=O)NCCOC
17,COC/C=C/C1=CC2=CC(=O)C(C)(OC(=O)c3cnc4ccccc4n3)C(=O)C2=CN1Cc1ccco1 (stereo not given)
2,COc1ccc(CNC(=O)[C@@H]2CC=C[C@@H]3CCN(Cc4ccccc4)C(=O)[C@@H]32)cc1
1,O=C1C=C(c2cccc3c2oc2ccccc23)CCC1
1,CC1=C(C(=O)OCc2ccccc2)C(c2ccc(Br)cc2)NC(=O)N1CCCCCC(=O)O (stereo not given)
-6,Cn1ccnc1-c1nnn(-c2ccc(F)cc2)n1
7,Oc1cccc(O)c1O
-6,CN1CCN(CC(=O)N2c3ccc(S(=O)(=O)NCCNC(=O)OC(C)(C)C)cc3C(=O)Nc3cccnc32)CC1
9,Cc1csc(N2CCCC2c2nc3cc(Cl)c(N4CCCCC4)cc3n2CCOCCO)n1 (stereo not given)
4,CC1(OC(=O)c2cnc3ccccc3n2)C(=O)C=C2C=C(C3CC3)OC=C2C1=O (stereo not given)
0,NCCCCCCNS(=O)(=O)c1cccc2c(Cl)cccc12
-2,C#CCOCCOCCOCCNc1nc(N2CCN(C(=O)C([C@@H](C)CC)n3cc(C(N)COC(=O)C(F)(F)F)nn3)CC2)nc(N2CCN(C(=O)[C@H](CCCCN)n3cc(C(N)CC(C)C)nn3)CC2)n1 (stereo not given in full)
-6,C[C@@H]1CCC[C@]2(O[C@@H](CCO)C[C@@H](O)[C@@H]2O)O1
0,CCOC(=O)C[C@H]1c2ccccc2S(=O)(=O)N1c1ccccc1
-2,CC(=O)Nc1nc(CC(=O)c2ccccc2)cs1
10,c1ccc(-n2nnc(-c3nccs3)n2)cc1
7,COc1ccc(C(=O)c2c(-c3ccc(OC)cc3)oc3ccc(-c4cc(OC)c(OC)c(OC)c4)cc23)cc1
6,O=C(Nc1ccc(S(=O)(=O)O)cc1)c1ccc2c(c1)S(=O)(=O)c1ccccc1C2=O
-5,CCOC(=O)C[C@H]1c2ccccc2S(=O)(=O)N1c1cccc(OC)c1
1,CC(C)=CCC12Oc3cc(O)ccc3C1(O)Oc1cc(O)c([C@H]3C=C(C)CC(c4ccc(O)cc4O)[C@H]3C(=O)c3ccc(O)cc3O)c(O)c1C2=O (stereo not given in full)
-7,CCC1=C(C)CN(C(=O)NCCc2ccc(S(=O)(=O)NC(=O)NC3CCC(C)CC3)cc2)C1=O (stereo not given)
-8,O=C(NC1CCCC1)c1ccc2c(c1)S(=O)(=O)c1ccccc1C2=O
2,N#C[C@H]1C(O)C(O)c2ccccc2N1C(=O)c1ccccc1 (stereo not given in full)
-1,CC(Nc1nc(-c2ccc(F)cc2)cs1)c1nc2cc(Cl)c(N3CCCCC3)cc2n1CCOCCO (stereo not given)
5,CC[C@@H](C)CN1C(=O)N[C@@H](c2ccccc2)C(C(C)=O)=C1C
-2,COC(=O)C[C@H]1c2cc(C(F)(F)F)ccc2S(=O)(=O)N1C1CCCCC1
-9,O=C1N[C@H](C(=O)O)CS1
-2,CN(C)CCOc1ccc(/C(=C(/CCCl)c2ccccc2)c2ccccc2)cc1
-2,N#Cc1c(NC(=O)CSc2nc3ccccc3c(=O)n2Cc2ccco2)sc2c1CCCC2
6,COc1ccc(CC(=O)Nc2cc(C)c3c(=O)oc4ccccc4c3n2)cc1
2,CC(Cc1ccc(O)c(O)c1)C(C)Cc1ccc(O)c(O)c1 (stereo not given)
-7,O=C1CC2(CCCC2)Oc2ccc(F)cc21
-6,COc1ccc(C2=CC3=C(Br)C(=O)C(C)(OC(=O)c4cccs4)C(=O)C3=CO2)cc1 (stereo not given)

Three of the entries above in order of their number in Rad51 HR inh, highest first.
SMILES | Rad51 HR inh
N#Cc1c(NC(=O)CSc2nc3ccccc3c(=O)n2Cc2ccco2)sc2c1CCCC2 | -2
COc1ccc(C2=CC3=C(Br)C(=O)C(C)(OC(=O)c4cccs4)C(=O)C3=CO2)cc1 (stereo not given) | -6
O=C1N[C@H](C(=O)O)CS1 | -9

Continuation:
Rad51 HR inh,smiles
6,c1ccc(-c2nc(C3CCCCC3)c3sccc3n2)cc1
-2,CCOC(=O)c1cccc(NC(=O)c2c(N)n(C)c(=O)[nH]c2=O)c1
0,CCn1c(NCCc2ccc(OC)c(OC)c2)nc2c1c(=O)n(C)c(=O)n2C
3,CCO[C@H]1OC(C(=O)O)=C[C@@H](c2coc3ccccc3c2=O)[C@@H]1CCCO
-7,Nc1nc(Nc2ccccc2)nc2c1ncn2[C@@H]1O[C@H](CO)[C@@H](O)[C@H]1O
6,O=C(NCc1nc2ccccc2[nH]1)C1=C[C@@H](c2ccc(C(F)(F)F)cc2)C[C@@H](OCCCCO)O1
-3,CCC/C=C1/CCCOC(C(=O)NCCN2CCOCC2)(C(F)(F)F)C1 (stereo not given)
-4,COC(=O)C1=C(C(=O)OC)[C@@H]2N(C)c3ccccc3[C@@]23C[C@@H](C(=O)OC)N(C(=O)c2ccco2)C3=N1
2,CC1(C)Cc2c(sc3c2c(=N)n(Cc2ccco2)c(=O)n3CC(=O)Nc2ccc(Cl)cc2)CO1
-8,COC(=O)C[C@](O)(CCCC(C)(C)O)C(=O)O[C@@H]1C(OC)=C[C@]23CCCN2CCc2cc4c(cc2[C@H]13)OCO4
4,Cc1ccc(CNC(=O)c2ccc3c(c2)S(=O)(=O)c2ccccc2C3=O)cc1
4,Cc1nnc(SCc2ccccc2)nc1-c1ccccc1
-9,Nc1c(Cl)cc(-c2csc(N3CCCC3c3nc4cc(Cl)c(Cl)cc4n3CCCO)n2)cc1Cl (stereo not given)
3,O=c1c2c3nc4ccccc4nc3n(/N=C/c3ccco3)c2ncn1CCC1=CCCCC1
4,Cc1ccc(O)c([C@H](CCN(C(C)C)C(C)C)c2ccccc2)c1
1,CC1(C)C=Cc2c(ccc(-c3coc4cc(O)ccc4c3=O)c2O)O1
3,CC1(c2nnc(-c3ccccc3)o2)CC(c2ccc([N+](=O)[O-])cc2)=NO1 (stereo not given)
1,O=C(O)c1cc(=O)c2c(Cl)cc(Cl)cc2[nH]1
8,O=C(O)Cc1c[nH]c2ccc(O)cc12
-7,CCSc1nnc(NC(=O)c2cnccn2)s1

In another format: results already given
molecule | Rad51 HR inh
CC1(c2nnc(-c3ccccc3)o2)CC(c2ccc([N+](=O)[O-])cc2)=NO1 (stereo not given) | 3
O=C(O)c1cc(=O)c2c(Cl)cc(Cl)cc2[nH]1 | 1

(continued)
Rad51 HR inh,smiles
-6,O=C(NC1CC1)C1=C[C@@H](C2CC2)C[C@@H](OCCCCO)O1
-1,O=C1c2ccccc2S(=O)(=O)c2cc(N3CCc4ccccc4C3)ccc21
2,OCC[C@@H]1C[C@@H](O)[C@H](O)[C@]2(CCCO2)O1
7,COCCN1C(=O)N[C@@H](c2cccc(C(F)(F)F)c2)[C@@H](C(=O)OC)[C@H]1C
-2,Cc1cc(C)nc(N2CCN(c3ncnc4c3cnn4Cc3ccc(Cl)cc3Cl)CC2)n1
9,CC(=O)c1c(COC(=O)c2ccco2)nc2ccccc2[n+]1[O-]
-1,O=C([C@@H]1CC=C[C@@H]2CCN(C3CCCCC3)C(=O)[C@@H]21)N1CCN(c2ccccc2)CC1
0,COC/C=C/C1=CC2=CC(=O)C(C)(OC(=O)c3cnc4ccccc4n3)C(=O)C2=CO1 (stereo not given)
-2,Nc1ncnc2c1nc(Sc1ccc(Cl)cc1)n2[C@@H]1O[C@@H]2COP(=O)(O)O[C@H]2[C@H]1O
2,CC1(C)CC(=O)C(C=NCCN2CCN(C(=O)C34CC5CC(CC(C5)C3)C4)CC2)=C(O)C1

Single values from above:
In Rad51 HR inh, CCOC(=O)C[C@H]1c2ccccc2S(=O)(=O)N1C1CC1 reads -4
In Rad51 HR inh, Cc1cc(C)nc(N2CCN(c3ncnc4c3cnn4Cc3ccc(Cl)cc3Cl)CC2)n1 reads -2
In Rad51 HR inh, O=C1N[C@H](C(=O)O)CS1 reads -9
In Rad51 HR inh, Cc1ccc(NC(=O)c2ccc(F)cc2F)cc1 reads 7
In Rad51 HR inh, Nc1nc(Nc2ccccc2)nc2c1ncn2[C@@H]1O[C@H](CO)[C@@H](O)[C@H]1O reads -7
In Rad51 HR inh, COC(=O)C[C@H]1c2cc(C(F)(F)F)ccc2S(=O)(=O)N1C1CCCCC1 reads -2

The results go on.
Rad51 HR inh,smiles
6,O=C1C(=O)N(CCCn2ccnc2)C(c2cccnc2)/C1=C(/O)c1ccc(F)cc1 (stereo not given)
1,CC1(C)S[C@@H]2[C@H](N=CN3CCCCCC3)C(=O)N2[C@H]1C(=O)O
0,COc1ccccc1N1CCN(CCN2C(=O)CC3(CCCC3)CC2=O)CC1
-4,COCCNC(=O)c1onc(CSc2ccccn2)c1C(=O)NCCOC
-4,Nc1ccc(C#Cc2ccc3sc4ccccc4c(=O)c3c2)cc1
3,COc1ccccc1NC(=O)N(CCCN1CCOCC1)Cc1cc2cc3c(cc2[nH]c1=O)OCO3
2,CCCc1nc(C)c2c(=O)[nH]c(-c3cc(S(=O)(=O)N4CCN(CC)CC4)ccc3OCC)nn12
-14,O=C1C=C(O)c2c(O)cc(O)c(O)c2C1=O
-1,CCOc1cc2c(C#N)c(N3CCCC3)nc(N)c2c(N)n1
-2,COc1cc2sc3ccc(C#Cc4ccc(N)cc4)cc3c(=O)c2cc1OC
5,COc1ccccc1CN1[C@@H](CC(C)=O)c2cc(C(F)(F)F)ccc2S1(=O)=O
1,CC(=O)NCCc1c[nH]c2ccc(O)cc12
1,O=C(N[C@H](CO)[C@H](O)c1ccc([N+](=O)[O-])cc1)C(Cl)Cl
-4,CCCCNC(=O)c1onc(CSc2cccc(OC)c2)c1C(=O)NCCCC
-3,CNC(=O)[C@@H]1C[C@H]1[C@@H](NC(=O)CNC(=O)OCc1ccccc1)c1ccccc1
-8,CCOc1ccc(C2C(C#N)=C(N)N3C(=C2C#N)Sc2ccccc23)cc1 (stereo not given)
1,Cc1cc(Cl)ccc1NC(=S)NCCc1ccc(S(N)(=O)=O)cc1
-5,CCN1C(=O)N[C@@H](c2ccco2)C(C(C)=O)=C1C

Bioassay records as filed in PubChem BioAssay.
